From PubChem BioAssay
CHRM5 agonist: CHRM5 agonism in calcium assay | P08912 | CHO-K1 hM5 cells, Fluo-8 calcium fluorescence; 0% DMSO wells, 100% maximal acetylcholine response | activation, % at 3 µM | hit rate 0.19% among 360,000;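 active = activation above the run's mean over test compounds plus 3 SD, cut at about 23% in these data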;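 note: signal is peak over basal fluorescence ratio across the kinetic read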
Target sequence (P08912 whole entry, looked up): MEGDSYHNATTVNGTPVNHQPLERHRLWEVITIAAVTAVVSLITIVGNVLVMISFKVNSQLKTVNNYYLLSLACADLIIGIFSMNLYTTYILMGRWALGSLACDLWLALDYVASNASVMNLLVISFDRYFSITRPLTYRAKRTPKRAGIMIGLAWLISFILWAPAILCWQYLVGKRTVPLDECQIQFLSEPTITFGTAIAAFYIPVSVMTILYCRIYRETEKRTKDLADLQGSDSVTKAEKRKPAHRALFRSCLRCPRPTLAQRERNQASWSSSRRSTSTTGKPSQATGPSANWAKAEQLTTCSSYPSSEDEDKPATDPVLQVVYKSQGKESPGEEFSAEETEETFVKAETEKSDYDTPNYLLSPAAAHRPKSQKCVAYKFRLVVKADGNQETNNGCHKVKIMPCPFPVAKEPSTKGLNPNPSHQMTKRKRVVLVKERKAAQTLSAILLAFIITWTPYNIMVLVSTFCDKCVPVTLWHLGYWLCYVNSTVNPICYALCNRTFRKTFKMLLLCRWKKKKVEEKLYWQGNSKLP
CHRM5 PAM: CHRM5 positive allosteric modulation | P08912 | CHO-K1 hM5, Fluo-8 calcium, ACh EC20 PAM; 0% = ACh EC20, 100% = ACh EC100 | activation, % at 3 µM | hit rate 0.3% among 360,000 | AID 624038;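 active = activation above the run cutoff, the mean activation of all test compounds plus 3 SD, cut at about 18% in these data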
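System: CHO-K1 cell line with stable human muscarinic M5 receptor expression | Also added: EC20 acetylcholine as agonist stimulus | Compound: One concentration, 3 µM final (nominal) | Timing: Fluo-8 loading 80 min at 37 °C plus 30 min room temperature | Measured by: Fluo-8 calcium dye fluorescence, kinetic read | Read-out basis: % activation, ACh-normalized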
CHRM1 agonist: human M1 muscarinic receptor agonism; CHO-K1 hM1, Fluo-8 calcium fluorescence, agonist mode; 0% DMSO, 100% acetylcholine EC100; activation, % at 3 µM; hit rate 0.33% among 360,000; P11229;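 active = activation above the run's mean compound activation plus 3 SD, cut at about 16% in these data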;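 note: peak over basal fluorescence ratio within a 140 s kinetic read after compound addition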
CHRM1 antagonist: human CHRM1 antagonism. CHO-K1 hM1, Fluo-8 calcium fluorescence, ACh EC80 antagonist. inhibition, % at 3 µM. hit rate 1.3% among 360,000. AID 588852;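 active = percent inhibition above its own plate's cutoff, namely the mean of that plate's compound wells plus 3 SD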;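 note: peak over basal fluorescence ratio during 140 s after agonist addition; 0% = ACh EC80 plus DMSO and 100% = DMSO alone without agonist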
CHRM4 agonist: CHRM4 agonism in calcium assay; P08173; hit rate 0.14% among 360,000; AID 624127; CHO-K1 hM4/Gqi5, Fluo-8 calcium fluorescence; vehicle 0%, full acetylcholine response 100%; activation, % at 3 µM;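 active = activation above the run mean over all test wells plus 3 SD, cut at about 32% in these data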;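 note: peak over basal fluorescence ratio per well then scaled between controls; 0% = DMSO wells and 100% = acetylcholine at EC100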
TAAR1 agonist: agonists of human TAAR1 | Q96RJ0 | CHO RD-HGA16 TAAR1, Fluo-8 calcium fluorescence; vehicle wells 0%, saturating PEA agonist 100% | activation, % at 3 µM | hit rate 0.99% among 360,000 | AID 624467;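 active = activation above the mean activation of all test compounds in the run plus 3 SD, cut at about 38% in these data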
Target sequence (Q96RJ0 whole entry, looked up): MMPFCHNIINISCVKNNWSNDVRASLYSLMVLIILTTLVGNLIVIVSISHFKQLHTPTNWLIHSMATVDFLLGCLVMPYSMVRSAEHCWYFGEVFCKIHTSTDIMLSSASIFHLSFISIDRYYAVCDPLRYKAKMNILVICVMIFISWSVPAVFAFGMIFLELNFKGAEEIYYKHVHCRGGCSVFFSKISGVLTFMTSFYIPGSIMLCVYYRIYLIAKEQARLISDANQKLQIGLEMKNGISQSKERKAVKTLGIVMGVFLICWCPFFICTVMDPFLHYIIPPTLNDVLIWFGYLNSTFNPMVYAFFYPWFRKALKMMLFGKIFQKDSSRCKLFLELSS
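System: CHO-derived RD-HGA16 cells with stable Gα16 and human TAAR1 / Times: 17-24 h plating, Fluo-8 75 min 37 °C, 30 min RT / Technique: calcium-sensitive Fluo-8 signal, excitation 470-495, emission 515-575 nm / Measure: % activation relative to PEA EC100 response / Benchmarks: DMSO and PEA EC100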
M4 antag: antagonists of human muscarinic M4 receptor (CHRM4). hit rate 0.73% among 360,000. inhibition, % at 3 µM. CHO-hM4 cells, ACh EC80, Fluo-8 calcium fluorescence;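 active = inhibition above its plate's cutoff, the mean inhibition of sample wells plus 3 SD, cut at about 27% in these data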;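 note: 0% = acetylcholine EC80 with DMSO and 100% = DMSO without agonist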
M1 PAM: potentiates human M1 receptor response to acetylcholine; AID 588819; CHO-K1 hM1, Fluo-8 calcium fluorescence, ACh EC20; 0% = ACh EC20, 100% = maximal ACh; activation, % at 3 µM; hit rate 0.088% among 360,000; in the data active = activation above about 19%, passing the limit was not always enough
CHRM5 antagonist: blocks acetylcholine activation of human M5 receptor; P08912; inhibition, % at 3 µM; CHO-hM5 cells, Fluo-8 calcium fluorescence, ACh EC80; hit rate 0.59% among 360,000;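 active = inhibition above a per-plate cutoff, the mean of that plate's test compounds plus 3 SD, cut at about 27% in these data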;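 note: 0% = acetylcholine EC80 with DMSO and 100% = DMSO without agonist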
* marks the source's active call; other numbers are inactive results; . = not tested or not shown. An excerpt. The share of hits here may be higher or lower than overall.

SMILES | CHRM5 agonist | CHRM5 PAM | CHRM1 agonist | CHRM1 antagonist | CHRM4 agonist | TAAR1 agonist | M4 antag | M1 PAM | CHRM5 antagonist
CCOC(=O)N1CCC(n2c(SCC(=O)Nc3ccccc3OC)nc3ccccc3c2=O)CC1 | 0 | -2 | -2 | 10 | 1 | 8 | 2 | -3 | -2
Cc1ccc(-n2ncc(C(=O)O)c2C2CCN(C(=O)OC(C)(C)C)CC2)cc1 | -3 | 7 | -3 | -12 | 0 | -1 | 8 | 2 | -6
COc1ccc([C@H]2CC(=O)C[C@@H](CCn3cc(CC4CCCC4)nn3)O2)cc1 | 0 | -12 | . | . | 3 | -1 | -1 | . | -1
COc1ccc(C(=O)NNC(=O)CSc2nc3c([nH]2)c(=O)n(C)c(=O)n3C)cc1 | -2 | 4 | -3 | -8 | -1 | 1 | -10 | 8 | 6
CCCC(C)NC(=O)CSc1nnc2ccccn12 (stereo unspecified) | 0 | -6 | -3 | -16 | 1 | 1 | 1 | 10 | -5
Cc1ccc(C(=O)NNC(=O)Cc2ccccc2)cc1 | 0 | 6 | -4 | -9 | -1 | 8 | 9 | 4 | -4
Cc1cc(=O)oc2cc(OCC(=O)NCCc3nc4ccccc4[nH]3)ccc12 | 1 | -2 | -5 | -9 | 1 | 2 | 3 | 12 | 1
Cc1ccc(O)c(NC(=S)NC(=O)Cc2ccc(Cl)cc2)c1 | 61* | -31 | 79* | 97* | 140* | 155* | 100* | -26 | 81*
CN(C(=O)c1ccc(NC(=O)Cc2ccc(NC(=O)C3CCCN(C(=O)C4CC4)C3)cc2)cc1)C1CCCC1 (stereo unspecified) | 2 | -3 | -4 | -16 | 0 | 0 | 1 | 8 | -2
CNCCCNC(=O)c1ccc(/C=N/O)nc1 | -1 | -3 | -2 | 2 | 0 | 3 | -4 | 1 | -11
Cc1cc(/C=C(\C#N)C(=O)Nc2ccccc2)c(C)n1-c1ccc2c(c1)OCO2 | -4 | -3 | -11 | 11 | 1 | 2 | -7 | -16 | 2
O=C(/C=N/O)NCC1CCNCC1 | -3 | 0 | -4 | -26 | 1 | 4 | -3 | 1 | -4
O=C(O)c1c2c(nc3ccc(S(=O)(=O)N4CCC(C(=O)NC5CCCC5)CC4)cc13)CCCCC2 | 2 | -3 | -2 | 10 | 1 | 6 | 0 | -2 | 4
CCOC(=O)N1CCC(NC(=O)c2csc3c2CCCC3)CC1 | 3 | 1 | -1 | -1 | 2 | 1 | 2 | -3 | -5
CCCNC(=O)NC1CCCCCCC1 | -3 | -6 | -4 | -5 | 1 | 2 | -2 | 11 | 3
C/C(=N\NC(=O)Cn1nc(C)c([N+](=O)[O-])c1C)c1ccc(Cl)s1 | -3 | 1 | 0 | -16 | 0 | 1 | -11 | 12 | 12
O=S(=O)(c1ccc(=S)[nH]c1)N1CCCC1 | 2 | 9 | -1 | -16 | 0 | 8 | -9 | 11 | 9
Cc1cccc(OCCSc2ncnc3nc[nH]c23)c1 | 1 | -14 | 2 | 2 | 5 | 10 | -2 | 1 | -2
CCCN1CCN(CCCNC(=O)c2ccc3nc(N4CCC(C)CC4)sc3c2)CC1 | -4 | -5 | -12 | -6 | 1 | 1 | -4 | 4 | 0
Cn1c(=O)[nH]c(=O)c2c1nc(Sc1nc3ccccc3s1)n2Cc1ccccc1 | -4 | -8 | 2 | 7 | 2 | 12 | 14 | 2 | 1
O=C(CSc1nccc(=O)[nH]1)N1CCN(c2ccccc2)CC1 | -1 | 6 | -5 | 3 | 0 | 12 | 10 | 1 | 4
Brc1cccc(CN2CCN(c3ncccn3)CC2)c1 | 0 | 12 | -5 | -10 | 0 | 1 | 1 | 0 | 0
Nc1cc(N)nc(SCCOc2ccccc2F)n1 | -5 | -2 | -1 | -18 | 2 | 0 | 11 | 14 | -3
CCCc1cc(=O)oc2cc(OC(C)C(=O)NCCCn3ccnc3)ccc12 (stereo unspecified) | -6 | -3 | -6 | 7 | 0 | -1 | -7 | -2 | 2
O=S(=O)(c1ccc(Oc2ccc3oc4ccccc4c3c2)nc1)N1CCCC1 | -1 | 12 | -4 | -3 | 1 | 3 | -11 | 5 | -1
CCOC(=O)C1=C(COC(=O)CCc2ccc(CC)cc2)NC(=O)NC1C (stereo unspecified) | 0 | -2 | 0 | -12 | 6 | 18 | -5 | 10 | 7
S=C(NCC1CCCO1)NC1CCCCC1 (stereo unspecified) | -2 | 4 | -3 | -6 | 1 | 0 | 4 | 4 | 3
COc1ccc(CNC(=O)c2cccc3c2C(=O)N(CC2CCCO2)C3)cc1 (stereo unspecified) | 3 | -7 | 0 | -6 | 4 | 0 | -15 | 2 | 2
CCN(CC)CCNc1cccc2sc3ccccc3c(=O)c12 | -1 | -1 | -4 | -1 | 4 | 3 | -14 | 7 | 3
CCNC(=O)COC(=O)c1ccc(-n2nc(C)cc2C)cc1 | 0 | -4 | -7 | -6 | 1 | 0 | 6 | 6 | 12
COc1ccc2c(c1)sc1nc(-c3ccccc3)cn12 | -6 | -4 | -4 | -11 | 3 | 5 | -4 | 4 | -10
CCCNC(=O)C1(C)CCN1C(=O)Cc1ccc(-c2ccccc2)cc1 (stereo unspecified) | 6 | -2 | 2 | -2 | 10 | 3 | -16 | 3 | -1
COCCNC(=O)Cn1nc(-c2ccccc2C)ccc1=O | 2 | 6 | 1 | -21 | 1 | 12 | -3 | 19 | 1
COc1ccc(C2=NCC(CSc3nnnn3C)S2)cc1 (stereo unspecified) | -4 | 0 | -2 | -20 | 3 | 2 | -10 | 9 | 1
CCOC(=O)N1CCN(S(=O)(=O)c2cc(C)c(C)cc2C)CC1 | -3 | -10 | -3 | -4 | 1 | 6 | -5 | 1 | 6
O=C(O)c1ccc2nc(-c3ccccc3)sc2c1 | 0 | -3 | -1 | 8 | 0 | 4 | 0 | -7 | 6
Cc1ccccc1NC(=O)c1ccccc1O | 2 | -7 | 1 | -2 | 6 | 10 | 4 | 2 | 0
N/C(CN1CCCCC1)=N\S(=O)(=O)c1cc(Cl)cc(Cl)c1 | -11 | 7 | -5 | -12 | 1 | 8 | -12 | 6 | -5
CCOCCCNC(=O)C1(O)c2cc(Br)ccc2NC(=O)N1c1ccc(OCC)cc1 (stereo unspecified) | -5 | 7 | -3 | -6 | 1 | -1 | 3 | 4 | 1
COc1cc(/C=C/C(=O)O)ccc1S(=O)(=O)N1CCCc2ccccc21 | -1 | 8 | -3 | 0 | 1 | 7 | 6 | 3 | -1
C=CCNc1nc(Nc2ccc(Cl)cc2)nc(OC)n1 | -4 | 5 | -9 | -4 | -2 | 6 | 1 | 3 | -6
CCOc1cccc(/C=N/NS(=O)(=O)c2ccc(C)c([N+](=O)[O-])c2)c1O | -2 | -1 | -4 | -5 | 1 | 2 | 5 | 5 | 12
Cc1csc2c(=O)sc(NC(=O)c3cccs3)nc12 | -3 | 3 | 0 | -5 | 1 | 15 | 4 | 3 | 13
Cc1cc(/C([O-])=C(/C(=S)Nc2ccc(F)cc2)[n+]2ccccc2)c(C)n1-c1ccc(F)cc1 | 0 | 1 | -4 | -5 | 0 | 2 | 4 | 5 | -1
CCCc1nc(SCc2ccc(OCC)cc2)n[nH]1 | -3 | -6 | -2 | -2 | 2 | 2 | -3 | -2 | 4

Sorted by value in TAAR1 agonist (largest number first): 3 from the list above.
Compound	TAAR1 agonist
COc1cc(/C=C/C(=O)O)ccc1S(=O)(=O)N1CCCc2ccccc21	7
COc1ccc2c(c1)sc1nc(-c3ccccc3)cn12	5
O=C(O)c1ccc2nc(-c3ccccc3)sc2c1	4

Remaining list, next part.
SMILES | CHRM5 agonist | CHRM5 PAM | CHRM1 agonist | CHRM1 antagonist | CHRM4 agonist | TAAR1 agonist | M4 antag | M1 PAM | CHRM5 antagonist
O=C(OCC(=O)N1CCCCC1)c1n[nH]c(=O)c2ccccc12 | 2 | -2 | -3 | 3 | 0 | 0 | 3 | 0 | 5
CCN1C(=O)[C@H]2[C@@H](c3ccc(C)cc3)N3C(=O)N(c4cccc(Cl)c4)C(=O)[C@@]3(Cc3ccccc3)[C@H]2C1=O | 1 | 14 | -6 | 3 | 1 | 10 | 4 | -2 | 11
COc1ccccc1N1CCN(C(=O)CCNS(=O)(=O)c2cc(Br)cnc2N)CC1 | -8 | 7 | -7 | -1 | 16 | 3 | -16 | 5 | 17
COCC(C)n1c(SCC(=O)NC2CCCCC2)nc2ccccc2c1=O (stereo unspecified) | 0 | 0 | -2 | -5 | 1 | 1 | -12 | 9 | 3
CCCCN(CCCNC(=O)C1CCCN(S(=O)(=O)CCC)C1)Cc1ccccc1 (stereo unspecified) | -7 | -1 | -7 | -20 | 0 | -2 | -2 | 5 | 7
CCN(CC)c1ccc(/C=N/NC(=S)NCc2ccccc2)c(O)c1 | -4 | 0 | -5 | 2 | 0 | 1 | -6 | 1 | 2
Cn1cc(/C=N/NC(=O)COc2ccccc2[N+](=O)[O-])c2ccccc21 | -3 | -4 | -6 | 3 | 3 | 7 | 2 | -7 | 4
CCCNC(=O)c1cc2c(c(-c3cccc(-c4ccccc4F)c3)n1)[C@@H](CCO)N(C(=O)CC1CC1)C2 | 3 | -10 | . | . | 14 | 7 | -14 | . | 1
COc1ccc(S(=O)(=O)N(C)c2ccc(C(=O)N3CCC(C(N)=O)CC3)cc2)cc1OC | 0 | 1 | -3 | 5 | -1 | 9 | 8 | -10 | 10
CSc1nnc(NC(=O)c2nc(S(=O)(=O)Cc3ccccc3)ncc2Cl)s1 | -4 | -3 | -4 | -10 | 0 | -1 | 2 | 2 | 14
O=[N+]([O-])c1ccccc1OCC(O)CNC1CCCC1 (stereo unspecified) | -4 | -6 | -3 | 3 | 2 | 2 | -1 | 1 | 15
Cc1ccc(Cc2nc3ccccc3[nH]2)cc1 | -1 | -1 | -1 | 1 | 1 | 1 | -3 | 6 | 1
CCOc1ccccc1NC(=O)CSc1nnc(-c2cccnc2)o1 | 2 | 1 | -2 | -6 | 1 | 1 | 5 | 9 | -1
Cc1cc(C(=O)COC(=O)c2ccco2)c(C)n1Cc1ccco1 | -1 | 6 | 0 | -8 | 2 | 8 | -8 | 8 | -1
COc1ccccc1C(=O)OCC(=O)c1ccc(CNC(C)=O)s1 | -1 | 0 | 0 | -17 | 1 | 4 | -16 | 18 | -2
Cc1ccc2c(c1)=N/C(=N\c1[nH]c(O)c3ccccc13)N=2 | -2 | -1 | -9 | -6 | 1 | -2 | 0 | 0 | 12
O=C(COC(=O)c1cc(S(=O)(=O)N2CCOCC2)c(Cl)cc1Cl)c1ccc[nH]1 | 6 | -12 | 1 | -3 | 14 | 22 | -6 | 5 | 19

Only M4 antag, for some of the entries so far:
smiles	M4 antag
COc1ccccc1N1CCN(C(=O)CCNS(=O)(=O)c2cc(Br)cnc2N)CC1	-16
COCC(C)n1c(SCC(=O)NC2CCCCC2)nc2ccccc2c1=O (stereo unspecified)	-12
